Screening results (PubChem)
IDH1 R132H inh = inhibitors of human IDH1 R132H | O75874 | 70,000 compounds, 0.18% hits | AID 624101 | inhibition, % at 10 µM | IDH1 R132H reductase, diaphorase/resazurin fluorescence, 60 min; in the data active = inhibition above about 34%;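 also: 0% = DMSO and 100% = no enzyme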
PRC2 inh = inhibitors of human EZH2/PRC2 methyltransferase; Q15910; PRC2 H3K27 methylation, DELFIA TRF, 1 h; inhibition, % at 12.5 µM; 57,000 compounds, 0.35% hits; AID 651548;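 active = mean inhibition of replicates at least 50% and every single replicate also reaching 50%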;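 also: dimethyl H3K27 on biotinylated H3 21-44 peptide detected by antibody; plate controls were median neutral control wells for no effect and median positive control wells for full effect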
Target sequence (Q15910 whole entry, looked up): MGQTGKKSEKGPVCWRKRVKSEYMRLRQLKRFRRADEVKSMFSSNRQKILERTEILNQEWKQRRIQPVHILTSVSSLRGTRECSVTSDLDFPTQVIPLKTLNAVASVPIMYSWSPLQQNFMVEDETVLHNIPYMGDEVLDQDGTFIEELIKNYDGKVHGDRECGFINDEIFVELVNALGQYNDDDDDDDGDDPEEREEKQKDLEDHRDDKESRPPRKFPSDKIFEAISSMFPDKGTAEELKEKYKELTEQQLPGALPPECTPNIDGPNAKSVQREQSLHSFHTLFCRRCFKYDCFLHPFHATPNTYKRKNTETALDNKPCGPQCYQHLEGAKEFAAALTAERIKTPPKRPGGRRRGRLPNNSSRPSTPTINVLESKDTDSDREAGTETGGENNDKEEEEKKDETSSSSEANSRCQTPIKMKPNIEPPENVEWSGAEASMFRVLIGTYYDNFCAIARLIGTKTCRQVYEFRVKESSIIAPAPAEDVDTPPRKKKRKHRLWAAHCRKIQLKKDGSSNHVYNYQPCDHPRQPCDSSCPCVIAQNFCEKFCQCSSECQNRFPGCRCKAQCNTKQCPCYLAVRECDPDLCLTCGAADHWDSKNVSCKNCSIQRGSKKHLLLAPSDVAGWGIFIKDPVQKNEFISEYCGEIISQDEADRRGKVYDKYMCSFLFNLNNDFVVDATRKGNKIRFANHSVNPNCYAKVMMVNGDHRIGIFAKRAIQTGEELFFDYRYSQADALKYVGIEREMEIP
* hit, by the source's call; & = joins results of further samples. This is a subset, so the mix of outcomes need not match the whole.

Results for CC1OC(OCC2OC(Oc3c(-c4ccc(O)cc4)oc4cc(O)cc(O)c4c3=O)C(O)C(O)C2O)C(O)C(O)C1O (stereo not given) ?
IDH1 R132H inh: 0.2

What do the screens show for `COc1ccc(-c2noc(CSc3nnc(C)n3-c3ccccc3)n2)cc1`?
IDH1 R132H inh: -0.1; PRC2 inh: -2

What do the screens show for `COCC(=O)N(C)C[C@H]1Oc2ncc(C3=CCCC3)cc2C(=O)N([C@@H](C)CO)C[C@H]1C`?
PRC2 inh: 14

What do the screens show for `C[C@@H]1CCCCO[C@@H](CN(C)C(=O)Nc2ccc3c(c2)OCO3)[C@H](C)CN([C@H](C)CO)C(=O)c2cc(NS(=O)(=O)c3cccs3)ccc2O1`?
IDH1 R132H inh: -0.6

What do the screens show for `N#Cc1c(NC(=O)CCN2C(=O)c3ccccc3C2=O)sc2c1CCCC2`?
IDH1 R132H inh: 0.2; PRC2 inh: 2

What do the screens show for `CCC(=O)Nc1ccc2c(c1)C(=O)N(C)C[C@@H](OC)[C@H](C)CN(Cc1ccccc1OC)[C@H](C)CO2`?
IDH1 R132H inh: -0.8; PRC2 inh: 0

How did CCCN(C)C[C@H]1OCCCC[C@@H](C)Oc2ccc(NC(=O)Nc3ccc(F)cc3)cc2C(=O)N([C@@H](C)CO)C[C@H]1C do in these assays?
PRC2 inh: 19

How did O=c1c2c3c(sc2nc(SCc2nc4ccccc4[nH]2)n1-c1ccccc1)CCC3 do in these assays?
IDH1 R132H inh: 0.3; PRC2 inh: -20

How did C/C=C/c1ccc2c(c1)O[C@@H](CN(C)C(=O)Cc1ccncc1)[C@H](C)CN([C@H](C)CO)S2(=O)=O do in these assays?
IDH1 R132H inh: 1.6; PRC2 inh: 25

How did CN(Cc1nc(-c2ccccn2)no1)S(=O)(=O)c1ccc(Cl)cc1 do in these assays?
IDH1 R132H inh: 0.0; PRC2 inh: 3

What do the screens show for `C[C@H](CO)N1C[C@H](C)[C@@H](CN(C)Cc2cccc(C(=O)O)c2)OCc2cnnn2CCCC1=O`?
IDH1 R132H inh: 2.2

How did C[C@H]1CN([C@@H](C)CO)C(=O)c2cc(N(C)C)ccc2O[C@H]1CN(C)S(C)(=O)=O do in these assays?
IDH1 R132H inh: 0.0; PRC2 inh: 13

Some of these compounds in order of length of the SMILES, smallest number first:
What do the screens show for `COc1ccc(-c2noc(CSc3nnc(C)n3-c3ccccc3)n2)cc1`?
IDH1 R132H inh: -0.1; PRC2 inh: -2

What do the screens show for `N#Cc1c(NC(=O)CCN2C(=O)c3ccccc3C2=O)sc2c1CCCC2`?
IDH1 R132H inh: 0.2; PRC2 inh: 2

How did O=c1c2c3c(sc2nc(SCc2nc4ccccc4[nH]2)n1-c1ccccc1)CCC3 do in these assays?
IDH1 R132H inh: 0.3; PRC2 inh: -20

How did C[C@H]1CN([C@@H](C)CO)C(=O)c2cc(N(C)C)ccc2O[C@H]1CN(C)S(C)(=O)=O do in these assays?
IDH1 R132H inh: 0.0; PRC2 inh: 13

What do the screens show for `COCC(=O)N(C)C[C@H]1Oc2ncc(C3=CCCC3)cc2C(=O)N([C@@H](C)CO)C[C@H]1C`?
PRC2 inh: 14

What do the screens show for `CCC(=O)Nc1ccc2c(c1)C(=O)N(C)C[C@@H](OC)[C@H](C)CN(Cc1ccccc1OC)[C@H](C)CO2`?
IDH1 R132H inh: -0.8; PRC2 inh: 0

Results for CC1OC(OCC2OC(Oc3c(-c4ccc(O)cc4)oc4cc(O)cc(O)c4c3=O)C(O)C(O)C2O)C(O)C(O)C1O (stereo not given) ?
IDH1 R132H inh: 0.2

How did CCCN(C)C[C@H]1OCCCC[C@@H](C)Oc2ccc(NC(=O)Nc3ccc(F)cc3)cc2C(=O)N([C@@H](C)CO)C[C@H]1C do in these assays?
PRC2 inh: 19

What do the screens show for `C[C@@H]1CCCCO[C@@H](CN(C)C(=O)Nc2ccc3c(c2)OCO3)[C@H](C)CN([C@H](C)CO)C(=O)c2cc(NS(=O)(=O)c3cccs3)ccc2O1`?
IDH1 R132H inh: -0.6

Remaining list, next part:
What do the screens show for `O=C(CC1NC2CCCCC2NC1=O)Nc1ccc(Cl)cc1` (stereo not given)?
IDH1 R132H inh: 0.3; PRC2 inh: 5

How did C[C@H](CO)N1C[C@H](C)[C@H](CN(C)C(=O)Nc2ccc(F)cc2)Oc2c(NS(=O)(=O)c3cccs3)cccc2C1=O do in these assays?
IDH1 R132H inh: 0.1

What do the screens show for `C[C@@H]1CCCCO[C@@H](CN(C)Cc2ccc3c(c2)OCO3)[C@@H](C)CN([C@@H](C)CO)C(=O)c2cc(NS(=O)(=O)c3ccc(Cl)cc3)ccc2O1`?
IDH1 R132H inh: 1.6

What do the screens show for `O=C(O)C[C@H]1C[C@@H]2c3cc(NC(=O)Nc4ccc(C(F)(F)F)cc4)ccc3O[C@@H]2[C@H](CO)O1`?
IDH1 R132H inh: -0.2; PRC2 inh: -8

How did O=C(CSc1nnc(-c2ccc(Cl)cc2Cl)o1)Nc1ccc([N+](=O)[O-])cc1 do in these assays?
IDH1 R132H inh: 0.2; PRC2 inh: 24

Results for C[C@@H]1CN([C@@H](C)CO)C(=O)c2cc(/C=C/c3ccccc3)cnc2O[C@H]1CN(C)S(=O)(=O)c1cn(C)cn1 ?
IDH1 R132H inh: -13; PRC2 inh: -7

Results for C=CC[C@@]12N=C(c3ccc(OCCCO)cc3)O[C@@H]1c1ccccc1CN(C(=O)c1ccccc1)C2=O ?
IDH1 R132H inh: 0.2; PRC2 inh: 2

How did Cc1cc2oc(C(=O)Nc3nnc(SCc4ccccc4)s3)c(C)c2cc1C do in these assays?
IDH1 R132H inh: 1.4; PRC2 inh: 6

Results for C[C@H](CO)N1C[C@H](C)[C@H](CN(C)Cc2ccc3c(c2)OCO3)Oc2ncc(Br)cc2C1=O ?
IDH1 R132H inh: -1.1&-0.3; PRC2 inh: -4&-5

What do the screens show for `C[C@@H]1CN([C@H](C)CO)C(=O)c2cccc(N(C)C)c2O[C@H]1CN(C)C(=O)Nc1ccc(C(F)(F)F)cc1`?
PRC2 inh: -10

What do the screens show for `O=C1C[C@@H](c2ccc(O)c(O)c2)Oc2cc(O[C@@H]3O[C@H](CO)[C@@H](O)[C@H](O)[C@H]3O)cc(O)c21`?
IDH1 R132H inh: -1.5; PRC2 inh: 5

How did C[C@@H]1CN([C@H](C)CO)C(=O)c2cccc(NS(C)(=O)=O)c2O[C@H]1CN(C)C do in these assays?
IDH1 R132H inh: -1.1; PRC2 inh: 8

Results for S=C(NCc1ccco1)NCC1CCCO1 (stereo not given) ?
IDH1 R132H inh: 0.4; PRC2 inh: 8

What do the screens show for `Cc1cccc(S(=O)(=O)N[C@H]2CC[C@H](CCNC(=O)Nc3cc(F)ccc3F)O[C@H]2CO)c1`?
IDH1 R132H inh: -0.3; PRC2 inh: -3

What do the screens show for `C[C@H](CO)N1C[C@H](C)[C@@H](CN(C)Cc2ccc(Oc3ccccc3)cc2)Oc2ccc(NS(=O)(=O)c3cn(C)cn3)cc2CC1=O`?
IDH1 R132H inh: 0.5

How did O=C(Nc1ccc2c(c1)[C@H]1C[C@H](CC(=O)N3CCOCC3)O[C@@H](CO)[C@H]1O2)C1CCC1 do in these assays?
IDH1 R132H inh: 0.3; PRC2 inh: -24

How did COc1ccccc1NC(=O)N[C@H]1CC[C@@H](CCNC(=O)c2ccc3c(c2)OCO3)O[C@H]1CO do in these assays?
IDH1 R132H inh: 0.3; PRC2 inh: -2

What do the screens show for `C[C@H]1CN([C@@H](C)CO)C(=O)Cc2cc(NC(=O)NC3CCCCC3)ccc2O[C@H]1CN(C)Cc1ccncc1`?
IDH1 R132H inh: 6.7; PRC2 inh: 6

Results for CO[C@H]1CN(C)C(=O)c2ccc(NC(=O)Nc3ccc(Cl)cc3)cc2OC[C@@H](C)NC[C@@H]1C ?
IDH1 R132H inh: 0.3; PRC2 inh: -4

Results for COc1cc(C(=O)OC2OC(CO)C(O)C(O)C2O)cc(OC)c1OC (stereo not given) ?
IDH1 R132H inh: -0.4

Results for C/C=C1/[C@H](O[C@@H]2O[C@H](CO)[C@@H](O)[C@H](O)[C@H]2O)OC=C(C(=O)OC)[C@H]1CC(=O)OCC(C)[C@@H]1C[C@H]2OC(=O)C3=CO[C@@H](O[C@@H]4O[C@H](CO)[C@@H](O)[C@H](O)[C@H]4O)/C(=C/C)[C@@H]3CC(=O)OC[C@@H]1[C@H]2C (stereo not given in full) ?
IDH1 R132H inh: 0.4; PRC2 inh: -5

How did COc1ccc([Si](C)(C)[C@H]2[C@H](CCn3cc(CCO)nn3)O[C@@]3(C(=O)N(C)c4c(Br)cc(C)cc43)[C@@H]2C)cc1 do in these assays?
IDH1 R132H inh: 0.0; PRC2 inh: 15

Results for Cc1noc(C)c1NC(=O)N(C)C[C@H]1Oc2c(cccc2N(C)C)C(=O)N([C@H](C)CO)C[C@@H]1C ?
IDH1 R132H inh: 0.9; PRC2 inh: -3

What do the screens show for `COc1ccc(-c2cnc3c(c2)C(=O)N([C@H](C)CO)C[C@H](C)[C@@H](CN(C)Cc2ccccc2)O3)cc1`?
IDH1 R132H inh: -0.3

What do the screens show for `C[C@@H]1CN([C@@H](C)CO)S(=O)(=O)c2ccc(C#Cc3ccccc3)cc2O[C@@H]1CN(C)CC1CC1`?
IDH1 R132H inh: -0.7; PRC2 inh: -19

What do the screens show for `COc1ccc(NC(=O)N(C)C[C@@H]2Oc3ccc(NS(=O)(=O)c4ccccc4)cc3CC(=O)N([C@H](C)CO)C[C@H]2C)cc1`?
IDH1 R132H inh: 0.5

What do the screens show for `CC(=O)OC1C(C)OC(OC2C(CO)OC(OC(=O)[C@]34CCC(C)(C)CC3C3=CCC5[C@@]6(C)CC[C@H](OC7OC(CO)C(OC8OC(CO)C(OC9OCC(O)C(O)C9O)C(O)C8O)C(O)C7O)[C@@](C)(CO)C6CC[C@@]5(C)[C@]3(C)CC4)C(OC3OC(C)C(O)C(O)C3O)C2O)C(O)C1O` (stereo not given in full)?
IDH1 R132H inh: 0.2; PRC2 inh: -21

Results for Cc1ccc(CC(C(=O)O)C(C)C(=O)Nc2ccc(F)cc2)cc1 (stereo not given) ?
IDH1 R132H inh: 0.7; PRC2 inh: -7

How did C[C@@H]1CN([C@@H](C)CO)C(=O)Cc2cc(NS(=O)(=O)c3cccs3)ccc2O[C@@H]1CN(C)C(=O)NC1CCCCC1 do in these assays?
IDH1 R132H inh: -2.7

Results for O=C(C[C@@H]1CC[C@@H](NS(=O)(=O)c2ccccc2)[C@@H](CO)O1)NCCN1CCCCC1 ?
IDH1 R132H inh: 0.0; PRC2 inh: 6

How did CCCN1C[C@@H](C)[C@@H](OC)CN(C)C(=O)c2ccc(NC(=O)Nc3cccc(F)c3)cc2OC[C@H]1C do in these assays?
IDH1 R132H inh: 0.1; PRC2 inh: -10

How did C[C@H]1CN([C@@H](C)CO)S(=O)(=O)c2ccc(C#Cc3ccccc3)cc2O[C@@H]1CN(C)C(=O)Nc1ccccc1 do in these assays?
IDH1 R132H inh: -2.7; PRC2 inh: -18

Results for N#Cc1c(NC(=O)COc2ccc3c(-c4ccccc4)cc(=O)oc3c2)sc2c1CCC2 ?
IDH1 R132H inh: 0.1; PRC2 inh: 4

What do the screens show for `CC(=O)N[C@H]1CC[C@@H](CCNC(=O)C2CCC2)O[C@@H]1CO`?
IDH1 R132H inh: 0.1; PRC2 inh: 1

What do the screens show for `O=C(C[C@H]1CC[C@@H](NC(=O)C2CC2)[C@@H](CO)O1)NC1CCC1`?
IDH1 R132H inh: 0.2; PRC2 inh: 4

How did C[C@H]1CN([C@@H](C)CO)C(=O)c2cc(NC(=O)NC3CCCCC3)ccc2O[C@@H]1CN(C)Cc1ccc(Cl)c(Cl)c1 do in these assays?
IDH1 R132H inh: 0.5

Results for C[C@@H]1CN([C@@H](C)CO)C(=O)c2cc(NC(=O)Nc3ccc4c(c3)OCO4)ccc2O[C@@H]1CN(C)C(=O)NC1CCCCC1 ?
IDH1 R132H inh: 0.2

What do the screens show for `Cc1ccc2oc3c(c(=O)c2c1)C(c1ccc([N+](=O)[O-])cc1)N(CCCN1CCOCC1)C3=O` (stereo not given)?
IDH1 R132H inh: 0.5; PRC2 inh: -8

Results for C[C@@H]1CN([C@H](C)CO)S(=O)(=O)c2ccc(C#CC3(O)CCCC3)cc2O[C@H]1CN(C)C(=O)Nc1cccc(F)c1 ?
IDH1 R132H inh: 1.1; PRC2 inh: -9

Results for C[C@H](CO)N1C[C@H](C)[C@@H](CN(C)C(=O)Nc2ccc(F)cc2)Oc2ccc(NC(=O)C3CCCCC3)cc2C1=O ?
PRC2 inh: -7

How did CC(C)NC(=O)N[C@H]1CC[C@@H](CC(=O)O)O[C@H]1CO do in these assays?
IDH1 R132H inh: 0.3; PRC2 inh: 5

What do the screens show for `CO[C@H]1CN(C)C(=O)c2cc(NC(=O)c3cc(C)on3)ccc2OC[C@@H](C)N(C)C[C@H]1C`?
IDH1 R132H inh: 0.4; PRC2 inh: -2

Results for C[C@H](CO)N1C[C@H](C)[C@H](CN(C)Cc2ccc(C(F)(F)F)cc2)Oc2ccc(NC(=O)Nc3ccc(F)cc3)cc2C1=O ?
IDH1 R132H inh: 1.1; PRC2 inh: -3

Results for C[C@@H]1CN([C@H](C)CO)C(=O)c2cccc(N(C)C)c2O[C@H]1CN(C)S(=O)(=O)c1cn(C)cn1 ?
IDH1 R132H inh: 0.0; PRC2 inh: -2

How did CC(Oc1ccc(Br)cc1)C(=O)NCc1ccco1 (stereo not given) do in these assays?
IDH1 R132H inh: 1.7; PRC2 inh: -9

Results for C=C[C@H](COC(C)=O)N(Cc1ccc(OC(C)=O)c(OC)c1)S(=O)(=O)c1ccc(Br)cc1 ?
PRC2 inh: 9

Results for O=C(N[C@@H]1C=C[C@H](CC(=O)N2CCCCC2)O[C@H]1CO)c1cccc(F)c1 ?
IDH1 R132H inh: -0.8; PRC2 inh: 4

What do the screens show for `CCn1c(SCC(=O)Nc2ccc(F)cc2)nnc1-c1cccs1`?
IDH1 R132H inh: -0.6; PRC2 inh: -5
